# FUS suppressor = suppressors of FUS proteinopathy in yeast | S. cerevisiae FUS-expressing, growth rescue, OD600, 24 h | Potency, µM (top dose mostly 76.6 µM), for the others: at the highest dose growth rescue (activation), hits mostly activators | 390,000 compounds, 0.24% hits | AID 1347120;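 note: potency is the fitted concentration of half-maximal effect; plate controls were DMSO vehicle for no effect and reference control for full effect; nearly all actives have a fitted effect of over 55% in size; some results filed as inactive show a strong effect at the top dose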
#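 Restored growth of FUS-toxic S. cerevisiae, read as 600 nm absorbance after 24 h at 30C in galactose medium (starting OD 0.005). Controls CP55940 and DMSO.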
# GLP-1R agonist = GLP-1 receptor (human) agonism. AID 624172. Potency, µM (titrated, usually from 45.6 µM), inactives show at the top dose activation, usual class: activators. 380,000 compounds, 0.007% hits. P43220. HEK293 GLP-1R CRE-luciferase, luminescence, 4-6 h; cells express a hypersensitive GLP-1R form; note: potency is the fitted concentration of half-maximal effect; % of control where 0% means no effect
# Target sequence (P43220 whole entry, looked up): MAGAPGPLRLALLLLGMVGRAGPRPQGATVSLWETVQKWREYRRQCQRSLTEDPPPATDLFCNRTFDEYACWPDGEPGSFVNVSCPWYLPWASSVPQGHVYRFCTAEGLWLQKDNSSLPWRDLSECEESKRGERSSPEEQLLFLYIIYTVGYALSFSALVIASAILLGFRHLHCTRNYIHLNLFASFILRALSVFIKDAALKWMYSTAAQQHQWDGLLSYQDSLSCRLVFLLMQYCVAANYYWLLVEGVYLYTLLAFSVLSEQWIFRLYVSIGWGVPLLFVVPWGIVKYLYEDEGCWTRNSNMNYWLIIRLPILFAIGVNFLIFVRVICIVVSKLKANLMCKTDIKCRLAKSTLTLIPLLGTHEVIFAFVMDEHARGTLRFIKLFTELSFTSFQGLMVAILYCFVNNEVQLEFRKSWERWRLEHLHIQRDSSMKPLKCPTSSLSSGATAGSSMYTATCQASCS
# TDP-43 yeast inh = inhibitors of TDP-43 toxicity in yeast; TDP-43 expressing yeast growth rescue, BacTiter-Glo, 24 h; Potency, µM (top dose mostly 46.1 µM), without a hit: top-dose growth rescue (activation), usual class: activators; 410,000 compounds, 1.8% hits; AID 652104; note: potency is the fitted concentration of half-maximal effect; % of control where 0% means no effect; nearly all actives have a fitted effect of over 50% in size
#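 Cell-based yeast growth screen: TDP-43 expression induced in galactose, inoculum OD600=0.02 after raffinose pregrowth to mid-log. Read-out BacTiter-Glo luminescence at 24 hr, 30 deg C; inhibition of toxicity seen as signal increase.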
# Akt phos inh = blocks phosphorylation of Akt. 360,000 compounds, 0.32% hits. Neuro2A IGF-stimulated pAkt S473 HTRF, 20 min; active compounds read low. activity change, % for hits at 50 µM; in the data active = activity change below about -80%; inconclusive = mostly about -51% to -80%; note: % is set by controls: 0 for no effect and ±100 for the full control effect
#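 Single-point screen (50 µM final compound) in Neuro2A cells stimulated 20 min with 6 nM IGF at 37 deg C. After lysis, Ser473-phosphorylated Akt read by HTRF (ex 330 nm, em 615/665 nm) as the 665/615 ratio.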
# GLP1R inv ag = inverse agonists of human GLP-1 receptor; P43220; HEK293 GLP-1R CRE-luciferase, luminescence, 24 h; GLP-1R form is constitutively active; Potency, µM (highest dose often 38.3 µM), for the others: top-dose activity change, negative = inhibition, most hits filed as inhibitors; 410,000 compounds, 1.6% hits; AID 624417; note: potency is the fitted concentration of half-maximal effect; % is set by controls: 0 for no effect and ±100 for the full control effect; nearly all actives have a fitted effect of over 55% in size
#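 HEK293 cells stably co-expressing constitutively active GLP-1R and a cAMP-responsive luciferase reporter were seeded in DMEM with 10% Nu serum, given compounds after 12 h, and incubated 24 h at 37 deg C. Luminescence was then read.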
# DRD3 antagonist = blocks the human D3 dopamine receptor; P35462; D3R cells, DiscoveRx beta-arrestin luminescence, antagonist mode; active compounds read low; max response, negative = inhibition, %; 360,000 compounds, 2.5% hits; AID 652054; in the data active = max response below about -50%; inconclusive = no clear call, values can overlap the other calls; note: % is set by controls: 0 for no effect and ±100 for the full control effect; mostly tested at two doses, the higher about 12 µM
# Target sequence (P35462 whole entry, looked up): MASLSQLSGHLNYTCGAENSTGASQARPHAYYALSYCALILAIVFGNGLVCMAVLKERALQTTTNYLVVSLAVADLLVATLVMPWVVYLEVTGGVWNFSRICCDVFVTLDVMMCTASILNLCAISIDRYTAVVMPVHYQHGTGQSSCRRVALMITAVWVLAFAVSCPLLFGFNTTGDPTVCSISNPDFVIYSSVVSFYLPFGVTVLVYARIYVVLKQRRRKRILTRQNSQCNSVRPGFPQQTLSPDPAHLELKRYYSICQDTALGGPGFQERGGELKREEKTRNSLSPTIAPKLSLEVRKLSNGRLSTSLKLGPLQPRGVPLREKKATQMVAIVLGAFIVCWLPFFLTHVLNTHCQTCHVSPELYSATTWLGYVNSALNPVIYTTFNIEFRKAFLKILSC
#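 Cells expressing the human receptor were seeded at 1500 cells/well, incubated overnight at 37 degrees C in 5% CO2, then exposed to library compounds with dopamine controls for 90 minutes at 37 degrees C before luminescent detection.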
# Abeta rescue = compounds reversing amyloid beta toxicity in yeast | yeast expressing A-beta42, growth rescue, OD600, 48 h; response scale: 0% DMSO, 100% iron-clioquinol control | Potency, µM (highest dose often 46.1 µM), inactives show at the top dose growth rescue, hits mostly activators | 410,000 compounds, 0.063% hits; note: potency is the fitted concentration of half-maximal effect; nearly all actives have a fitted effect of over 55% in size
#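 Yeast growth medium received pinned compounds, then yeast cells expressing toxic A-beta were added; plates incubated at 30 C for 48 hr. Growth read as absorbance at 600 nm, normalized to DMSO and equimolar FeCl3 plus clioquinol controls.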
# aSyn yeast inh = alpha-synuclein toxicity inhibition in yeast; 370,000 compounds, 0.14% hits; Yeast expressing alpha-synuclein, growth rescue, BacTiter-Glo, 24 h; Potency, µM (series often up to 46.1 µM), for the others: top-dose growth rescue (activation), hits mostly activators; note: potency is the fitted concentration of half-maximal effect; % of control where 0% means no effect; nearly all actives have a fitted effect of over 65% in size
#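 Rescue of yeast growth: cells expressing toxic alpha-synuclein, induced in galactose at OD600 0.02, incubated with compound 24 h at 30 C. ATP luminescence quantified growth; inhibitors of toxicity appear as activators.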
# PTHR1 ag = PTHR1 (human) receptor agonism. Q03431. HEK293 GP2 PTHR1 cells, GloSensor cAMP luminescence, 1 h. Potency, µM (doses to about 115 µM), without a hit: top-dose activation, most hits filed as activators. 410,000 compounds, 0.075% hits. AID 743266; note: potency is the fitted concentration of half-maximal effect; nearly all actives have a fitted effect of over 55% in size; some results filed as inactive show a strong effect at the top dose; inactives centre near -15; many of its hits are not listed in these tables
#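 HEK-293-derived GP2 cells expressing PTHR1 and a GloSensor cAMP reporter, 3,000/well, plated overnight, given luciferin plus IBMX (each 0.5 mM as added) for 1 h at 37 °C, then compound for 1 h at 37 °C. Luminescence was read after 15 min at room temperature.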
# Numbers without * were called inactive; i = inactive; ? = inconclusive; . = no result given; [ ] = remark or other dose. Unless noted, calls come from the whole dose curve; as a rule, active = well fitted curve in the direction sought with a large enough effect; inconclusive = small, poorly fitted or top-dose-only effect, or another doubt; inactive = no such curve, though single readings can be large; an effect the other way counts as inactive or inconclusive. Only part of the results is shown; rates above refer to the full screens.
SMILES,FUS suppressor,GLP-1R agonist,TDP-43 yeast inh,Akt phos inh,GLP1R inv ag,DRD3 antagonist,Abeta rescue,aSyn yeast inh,PTHR1 ag
Cc1noc(C(=O)Nc2ccc(F)c(Cl)c2)c1Cl,-28%,10%,-11%,i,-1%,-19,-15%,-3%,-4%
O=C1C=CC2(C=C1)O[C@H](Cc1ccccc1)[C@@H](Cc1ccccc1)O2,.,-36%[inhibitor],-81%[inhibitor],i,?,-109*,-40%[inhibitor],-63%[inhibitor],-44%[inhibitor]
COc1ccc(S(=O)(=O)NNC(=O)c2csc(-n3nc(C)cc3C(F)(F)F)n2)cc1OC,24%,5%,11%,i,36%[activator],14,12%,0%,i
COc1ccc2cc(OCC(=O)NNC(=O)Nc3ccc(F)cc3)ccc2c1,21%,3%,-4%,i,-3%,3,7%,-6%,i
C=CCn1c(O)c(N=NC(=O)CNC(=O)/C=C/c2ccco2)c2ccccc21,16%,1%,1%,i,-1%,-13,-5%,0%,-7%[57.5 µM]
COc1ccccc1CNC(=O)CCc1c(C)nc2cc(-c3ccc(Cl)cc3)nn2c1C,-18%,1%,-9%,.,14%,.,-22%,.,-12%
O=C(CCCCn1cnc2c(=S)nc[nH]c21)Nc1ccc(C(=O)O)cc1,12%,9%,1%,i,-2%,-16,0%,0%,i
CC(Sc1nnc(-c2ccccc2)c(-c2ccccc2)n1)C(=O)NCC1CCCO1 (stereo unspecified),25%,11%,-3%,i,?,0,-26%,-3%,-25%
O=c1nc(/C=C/c2cc([N+](=O)[O-])ccc2Cl)cc(C(F)(F)F)[nH]1,20%,-9%,0%,i,0%,-69*,-22%,-1%,-92%[inhibitor][57.5 µM]
COc1ccccc1-c1nnc(NC(=O)C2CCCN2S(=O)(=O)c2cccs2)o1 (stereo unspecified),-26%,-7%,14%,i,-1%,17,0%,-1%,i
COc1ccc(C(CNC(=O)COc2ccccc2OC)N2CCCCC2)cc1 (stereo unspecified),12%,3%,2%,i,-9%,-54*,4%,-4%,i
O=c1c2ccccc2cnn1Cc1n[nH]c(=S)n1-c1ccc(Cl)cc1,.,-1%,28%,i,16%,5,19%,5%,i
O=C(c1nn(-c2ccccc2)c(=O)c2ccccc12)N1CCN(c2ncccn2)CC1,-11%,10%,-1%,i,5%,12,-11%,0%,-26%
CN(CC(=O)NCc1ccc(Cl)cc1)S(=O)(=O)c1ccc2c(c1)c(=O)n(C)c(=O)n2C,-26%,1%,19%,.,7%,.,-4%,.,-43%[inhibitor]
O=S(=O)(Cc1ccccc1)N1CCC(c2nc(-c3cccs3)no2)CC1,25%,8%,?,i,?,21,4%,2%,i
COc1cc(NC(=O)c2cccs2)c(OC)cc1NC(=O)Nc1ccc(F)cc1,14%,14%,-12%,i,?,4,-18%,0%,i
COCCN(CCOC)Cc1c(C)[nH]c2ccccc2c1=O,0%,-9%,3%,i,13%,-1,7%,-12%,i
C/C(=C/C(=O)N1CCc2ccccc21)C(=O)O,13%,4%,13%,i,6%,11,8%,5%,i
O=C(/C=C/c1ccc(O)c(O)c1)c1ccc(S(=O)(=O)N2CCCCCC2)cc1,?,-1%,18%,i,-19%,-20,0%,12%,i
CN(C)CCN1C(=O)c2cccc3cc([N+](=O)[O-])cc(c23)C1=O,.,-19%,4%,i,1.8µM*,27,10%,5%,i
COc1cccc(NC(=O)CN(C)C(=O)COc2ccc3ccccc3c2)c1,.,1%,0%,i,?,5,13%,10%,-26%
Cc1ccsc1C1NC(=O)c2ccccc2N1 (stereo unspecified),3%,-1%,16%,i,3%,0,10%,5%,-8%[57.5 µM]
COc1ccc(/C=N/N=C2/NC(=O)C(CC(=O)NC(C)C)S2)cc1 (stereo unspecified),5%,-9%,12%,i,6%[0.307 µM],-17,6%,7%,-21%
COc1cc(NC(=O)Cc2cccs2)c(C(=O)O)cc1OC,20%,2%,-24%,i,5%,-18,-14%,-2%,i
Cn1c(CSc2nc3ccccc3s2)nnc1SCC(=O)NCc1cccnc1,-8%,8%,0%,i,-2%,-16,6%,-8%,-1%
O=C(COc1ccccc1)N=C1SC2CS(=O)(=O)CC2N1c1ccc(F)cc1F (stereo unspecified),4%,0%,-11%,i,-10%,-16,-11%,2%,i
CCCCCN(C(=O)CCC(=O)OC(C)C(=O)c1ccccc1)c1c(N)n(CCCC)c(=O)[nH]c1=O (stereo unspecified),43%,-2%,-7%,i,1%,22,1%,8%,i
CCCc1nnc(NC(=O)CCC(=O)N2CCCCCC2)s1,17%,0%,-14%,i,-27%,-17,-5%,-3%,-5%[57.5 µM]
Cc1cccc(N2CCN(C(=O)c3cn(C)c4ccc(S(=O)(=O)N(C)C)cc4c3=O)CC2C)c1 (stereo unspecified),20%,-2%,-5%,.,6%,.,-2%,.,-13%
CCOC(=O)C1=NNC2(c3ccccc3)C(=O)N(c3cccc(Br)c3)C(=O)C12 (stereo unspecified),.,-22%,-18%,i,3%,?,8%,2%,i
CCCSc1nc(C)c(CC(=O)O)c(=O)[nH]1,5%,-17%,0%,i,16%,1,7%,-2%,-12%[57.5 µM]
CCn1c(SCC(=O)NNC(=O)c2ccc(OC)cc2)nnc1C(C)C,-18%,1%,-12%,i,13%,0,-10%,3%,i
CCN(CC)C(NC(=O)c1ccccc1)C(=O)c1ccccc1 (stereo unspecified),-1%,1%,13%,i,-13%,-27,20%,5%,i
O=C(COC(=O)Cn1nnc(-c2ccccc2)n1)Nc1ccccc1Br,-7%,5%,-11%,i,-10%,0,10%,-12%,i
O=C(NCc1ccccc1)c1ncn(Cc2ccccc2)c1C(=O)NCc1ccccc1,37%,9%,?,i,9%,-5,5%,-10%,-25%
NC(=O)CCn1c2ccccc2c2ccccc21,5%,4%,7%,i,-12%,-1,10%,-3%,i

# Brought forward from above: three entries, followed by the next part.
SMILES,FUS suppressor,GLP-1R agonist,TDP-43 yeast inh,Akt phos inh,GLP1R inv ag,DRD3 antagonist,Abeta rescue,aSyn yeast inh,PTHR1 ag
O=C(COC(=O)Cn1nnc(-c2ccccc2)n1)Nc1ccccc1Br,-7%,5%,-11%,i,-10%,0,10%,-12%,i
O=C(NCc1ccccc1)c1ncn(Cc2ccccc2)c1C(=O)NCc1ccccc1,37%,9%,?,i,9%,-5,5%,-10%,-25%
NC(=O)CCn1c2ccccc2c2ccccc21,5%,4%,7%,i,-12%,-1,10%,-3%,i
Cc1ccc(C(C(=O)NC(C)(C)C)N(CC2CCCO2)C(=O)c2csnn2)cc1 (stereo unspecified),21%,7%,-27%,i,16%,-24,-6%,-6%,-25%
COc1cccc(-n2c(SCC(=O)NCC3CCCO3)nc3c([nH]c4ccccc43)c2=O)c1 (stereo unspecified),30%,10%,-2%,i,10%,-8,16%,-4%,-28%
COc1ccc(OC)c(-n2nnnc2SCC(=O)Nc2ccc3c(c2)OCCO3)c1,-4%,-2%,-16%,i,2%,-17,9%,-7%,i
CCCN(CCC)CC(=O)NCC1(c2ccccc2)CCOCC1,2%,10%,-13%,i,?,1,1%,4%,-25%
Cc1cccc(C(C)C)c1NC(=O)c1cccnc1,18%,-4%,-9%,i,8%,1,-21%,-2%,i
O=S(=O)(NCCc1csc(-c2ccc(C(F)(F)F)cc2)n1)c1ccc2c(c1)OCCO2,32%,7%,25µM*,i,?,27,?,-1%,-40%[inhibitor]
Cc1ccc(-c2nnc3n2N=C(c2ccccc2Br)CS3)cc1,6%,?,6%,i,112%[activator],10,-16%,-6%,i
CC1C(=O)N(Cc2cn(CCC3OCCCO3)nn2)CCS(=O)(=O)N1Cc1ccc(-c2ccc(Cl)cc2)cc1 (stereo unspecified),?,-2%,?,i,?,29,-2%,13%,-84%[inhibitor]
Cc1ccc(CN(Cc2ccco2)C(=O)c2ccccc2Cl)o1,6%,.,19%,.,-7%,.,-10%,.,i
COc1cc(CO)c(Br)cc1OCC(=O)Nc1ccccc1C,5%,12%,27%,i,-2%,-7,5%,-9%,-6%
CC(=O)c1cccc2c(O)c(C3=Nc4ccccc4C3=O)[nH]c12,21%,-1%,2%,i,-18%,?,-23%,-24%,i
O=C(COc1ccccc1Cl)Nc1nc2c(s1)CCCC2,6%,.,11µM*,.,?,.,-3%,.,i
COc1cccc(N2CCN(C(=O)Cn3c(=O)oc4ccccc43)CC2)c1,14%,5%,4%,i,-10%,3,-5%,7%,i
COC(=O)c1ccc2c(c1)NC(=O)C(N1CCCCC1)S2 (stereo unspecified),1%,4%,14%,i,0%,-13,-4%,9%,i
COc1cc(OC)cc(C(=O)NC2CCN(CC(=O)Nc3cccc4ccccc34)CC2)c1,5%,-3%,-6%,i,?,12,11%,2%,i
COc1ccc(N(CC(=O)NCCSCc2cccc(Cl)c2)S(C)(=O)=O)cc1,17%,15%,-1%,i,14%,4,8%,2%,-22%
O=C1NC[C@H](c2ccccc2)OC(=O)[C@H](Cc2ccc(F)cc2)C/C=C\C[C@@H]1CC(=O)N(CCO)Cc1ccccc1,?,10%,?,i,?,34,-1%,4%,-27%
COc1ccc(Nc2nc(NCCO)nc(N3CCCC3)n2)cc1,-15%,3%,.,.,.,.,-14%,.,-7%
CC1CC1C(=O)OCC(=O)Nc1ccc(Cl)cn1 (stereo unspecified),-17%,1%,21%,i,-28%,2,-7%,0%,-18%
O=C(Nc1ccc(N2CCOCC2)cc1)c1nc2ccccc2s1,-6%,7%,-8%,i,12%,7,0%,-9%,i
